E coli Lon inh – inhibits E. coli Lon protease. P0A9M0. purified E. coli Lon protease, fluorescence polarization. inhibition, % at 7.94 µM. actives 0.42% (n = 360,000). AID 602123; in the data active means inhibition above about 13%, passing the limit was not always enough;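 further: 0% = enzyme with probe and DMSO and 100% = no enzyme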
Rin1-Abl PPI inh – inhibitors of human Rin1-Abl protein interaction | inhibition, % at 7.35 µM | actives 0.4% (n = 360,000) | TR-FRET Rin1/Abl binding, biochemical | AID 588664; in the data active means inhibition above about 5%, passing the limit was not always enough
Rpn11 inh – Rpn11 (human) deubiquitinase inhibition; O00487; human 26S proteasome, Ub4-pepOG fluorescence polarization; 20S core pre-blocked with epoxomicin; calls only at 20 µM; actives 0.59% (n = 360,000);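 active means inhibition at 20 µM, scaled to each plate's controls, above about 33%, limit read from the data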
MsrA act – bovine methionine sulfoxide reductase A activation | actives 0.3% (n = 360,000) | activation, % at 10.6 µM | purified bovine MsrA, absorbance read-out; in the data active means activation above about 7.5%;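 further: 0% = vehicle and 100% = reference activator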
CSN deneddyl inh – inhibitors of human CSN-mediated cullin deneddylation | actives 0.38% (n = 360,000) | Purified CSN, SCF-Nedd8-OG deneddylation, fluorescence polarization | inhibition, % at 12.5 µM;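 active means pattern-corrected inhibition above about 35%, with an unprinted fluorescence ratio check between 0.5 and 1.5, limit read from the data, passing the limit was not always enough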;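 further: 0% = enzyme with substrate and 100% = substrate without enzyme; some results filed as inactive read as strong as hits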
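Test system: Human Csn5 produced in HEK293T cells | Compound: 12.5 µM single point | Times: 90 min, room temperature | Signal: Fluorescence polarization readout | Read-out basis: % inhibition of substrate cleavage by Csn5 | Controls: no-enzyme wells high, enzyme-with-substrate wells low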
FAS-TE inh – FAS thioesterase (human) inhibition; actives 0.67% (n = 360,000); inhibition, % at 15 µM; AID 602261; recombinant FAS-TE, OMFH fluorogenic substrate, fluorescence endpoint;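 active means compounds whose normalised, plate-corrected inhibition of enzyme fluorescence in the single-dose primary screen is 50% or more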;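 further: 0% = DMSO with enzyme and 100% = substrate without enzyme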
MLLE-PAM2 inh – inhibitors of microRNA-mediated deadenylation, human PABP1 MLLE binding; actives 0.36% (n = 360,000); inhibition, % at 20 µM; GST-MLLE / FITC-PAM2 fluorescence polarization; P11940; in the data active means inhibition above about 35%, passing the limit was not always enough;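 further: plate controls were DMSO wells with GST-MLLE for no effect and wells lacking GST-MLLE protein for full effect; some results filed as inactive read as strong as hits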
MT1-MMP act inh – blocks activation of human MT1-MMP; HT1080 RFP-PRO-GFP cells, GFP/RFP ratio fluorescence, overnight; percent of plate control window, DMSO zero; GFP/RFP ratio change, % at 20 µM; actives 0.061% (n = 360,000); AID 651647;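 active means GFP/RFP ratio change of at least 30% with cell ATP level not reduced by more than half and red fluorescence within 50% of control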; further: strong numbers were not always called active
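Assay system: HT1080 cells carrying an RFP-PRO-GFP reporter | Dosing: Single dose of 20 µM compound, 1% DMSO final | Incubation: Cells overnight before dosing, compound overnight, 37 °C, 5% CO2 | Evaluation: GFP/RFP fluorescence ratio | Control set: DMSO and RFP-L50D-GFP cell wells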
MsrA inhibitor – inhibitors of bovine MsrA; inhibition, % at 15.5 µM; actives 0.75% (n = 360,000); AID 651718; purified bovine MsrA, absorbance read-out; in the data active means inhibition above about 4.5%;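 further: 0% = vehicle wells with enzyme and 100% = reference inhibitor wells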
The depositor's hits bear a star; i = inactive; . = not tested or not shown. An unsorted share of the library; any-hit rate near 3.7%.

SMILES	E coli Lon inh	Rin1-Abl PPI inh	Rpn11 inh	MsrA act	CSN deneddyl inh	FAS-TE inh	MLLE-PAM2 inh	MT1-MMP act inh	MsrA inhibitor
COC(=O)CCC(=O)Nc1ccc(N=Nc2ccccc2)cc1	-13	2	i	-10	-2	2	10	3	3.8
COc1ccc(OC)c(CN2CCN(C(=O)CCNC(=O)c3ccc(Br)cc3)CC2)c1	5	0	i	-11	4	-4	4	.	0.4
Cc1noc(C)c1COc1cccc(C(=O)OC(C)C#N)c1 (configuration not stated)	2	1	i	-4	-3	0	8	1	-0.6
CCOC(=O)C1C(=O)N(C(=O)c2ccc(OC)cc2)CC1c1ccccc1 (configuration not stated)	1	2	i	-13	0	2	-3	-3	-0.2
Cc1ccc2cc(C#N)c(SCC(=O)NCC3CCCO3)nc2c1 (configuration not stated)	-7	-3	i	-4	2	-4	4	-2	-0.5
Cc1ccc(NC(=O)COC(=O)C2CCC(=O)N2)c(S(=O)(=O)N2CCOCC2)c1 (configuration not stated)	0	-1	i	0	-3	-6	4	4	0.0
C[C@@H]1CN([C@H](C)CO)C(=O)c2cc(NC(=O)Nc3ccc(F)cc3)ccc2O[C@@H](C)CCCCO[C@H]1CN(C)Cc1ccc(C(=O)O)cc1	-3	3	i	-6	2	-5	-7	4	0.3
O=C1CC(N(Cc2ccco2)C(=O)Nc2ccc(F)cc2)C(=O)N1c1ccc(F)cc1 (configuration not stated)	-10	-2	i	-3	-11	-3	16	7	-1.1
CC1(C)Cc2cccc(OCC(=O)Nc3ccc(OCC(N)=O)cc3)c2O1	10	-3	i	-5	-6	0	-2	-2	-0.1
O=C(CSc1ncn[nH]1)NCCc1ccc(Cl)cc1Cl	4	0	i	-3	3	-26	-10	1	-1.2
COc1ccc(-n2c(SCC(=O)NCC3CCCO3)nc3c(c2=O)SCC3)cc1 (configuration not stated)	-11	-1	i	-4	2	-7	9	-2	2.9
COc1cc(C(=O)NCc2ccc(S(N)(=O)=O)cc2)ccc1OCC(=O)Nc1cccc(C(F)(F)F)c1	-14	0	i	-2	3	-5	-10	3	0.2

The closing 2 compounds of the section above open the next one.
SMILES	E coli Lon inh	Rin1-Abl PPI inh	Rpn11 inh	MsrA act	CSN deneddyl inh	FAS-TE inh	MLLE-PAM2 inh	MT1-MMP act inh	MsrA inhibitor
COc1ccc(-n2c(SCC(=O)NCC3CCCO3)nc3c(c2=O)SCC3)cc1 (configuration not stated)	-11	-1	i	-4	2	-7	9	-2	2.9
COc1cc(C(=O)NCc2ccc(S(N)(=O)=O)cc2)ccc1OCC(=O)Nc1cccc(C(F)(F)F)c1	-14	0	i	-2	3	-5	-10	3	0.2
COc1ccc(-c2nnn(CC(=O)N(CCCO)C(C(=O)NC3CCCC3)c3ccc(F)cc3)n2)cc1 (configuration not stated)	0	-2	i	-1	-6	-2	-1	2	-0.3
CCOc1cc(/C=N/NC(=O)Cn2nc([N+](=O)[O-])cc2C)cc(Br)c1OCc1ccccc1F	5	-4	i	0	0	10	-5	1	-0.9
CCCCN(C)C(=O)c1cc2cc3ccc(OC)cc3nc2s1	5	-7	i	-14	1	36	-6	3	1.7
CCOc1ccc(NC(=O)C(C)Oc2ccc(C#N)cc2)cc1S(=O)(=O)N1CCCC1 (configuration not stated)	-1	2	i	-3	-4	7	11	3	0.3
CNC(=S)NCc1ccc(Cl)cc1	2	-2	i	-2	-1	1	-87	2	-0.4
CCC(c1nnnn1C(C)(C)C)N1CCN(C/C=C/c2ccccc2)CC1 (configuration not stated)	2	1	i	0	-2	-9	-8	-8	1.2
O=[N+]([O-])c1ccccc1S(=O)(=O)N1CCN(Cc2cc3c(cc2O)OCO3)CC1	8	3	i	-8	3	7	15	-4	-0.1
Clc1ccccc1/C=N/c1cc(-c2ccccc2)nn1-c1ccccc1	7	-1	i	-3	1	20	-15	-1	-0.1
COc1ccc(-c2oc3ncnc(NCCCN(C)C)c3c2-c2ccc(OC)cc2)cc1	-5	-3	i	0	0	-2	-9	-12	2.5
CCCCN(CC)CCNC(=O)C1CCN(S(=O)(=O)c2cccc3nsnc23)CC1	-8	-4	i	-4	-1	-6	-2	-1	0.2
Fc1ccc(C(c2nnnn2C2CCCC2)N2CCN(Cc3ccccc3)CC2)cc1 (configuration not stated)	5	1	i	-15	4	9	8	2	0.9
C[C@]12c3[nH]c4ccccc4c3CCN1C(=O)C(CC(=O)NCCC1=CCCCC1)C[C@@H]2C(=O)N1CCCCC1 (some centres not stated)	0	-2	i	-3	-3	13	0	-9	-0.8
O=C(O)c1ccc(-n2nc(-c3ccccc3)c3ccccc3c2=O)cc1	12	-2	i	-7	2	-4	-1	2	0.4
CN=C1SC(CC(=O)Nc2ccc(C(=O)O)cc2)C(=O)N1C (configuration not stated)	-4	2	i	-3	9	-5	10	-9	0.9
CCOc1ccc(C(=O)OCC(=O)Nc2cc(S(=O)(=O)N3CCOCC3)ccc2N2CCOCC2)cc1	-6	2	i	-1	2	6	4	2	-0.2
Cc1ccsc1CNn1cnnc1SCc1ccc(Cl)cc1	4	0	i	0	0	2	3	3	0.5
CCOC(=O)c1ccc(COC(=O)c2ccc3c(c2)-c2ccccc2C3=O)cc1	-11	-6	i	2	-2	23	8	7	0.5
COc1ccccc1N1CCN(C(=O)CCC(=O)Nc2nnc(CC(C)C)s2)CC1	2	2	i	-4	0	-7	-7	4	-0.3
COc1cccc(OC)c1CN1CCCC(C(=O)c2ccccc2SC)C1 (configuration not stated)	-6	2	i	7	-4	-1	4	-2	-0.1
CN(C(N)=S)c1ccccc1	-2	1	i	-11	-1	1	13	-2	0.1
CC(=O)NCC(=O)NC(C(=O)Nc1ccc2c(c1)OCCO2)c1ccc(C)cc1 (configuration not stated)	-2	-2	i	1	4	-2	4	11	2.2
O=C(Cc1ccc(Cl)cc1Cl)OCC(=O)c1ccc[nH]1	6	1	i	-4	8	1	-5	4	0.7
O=C(CSc1nc(N2CCOCC2)nc(N2CCOCC2)n1)Nc1ccc(Cl)cc1Cl	-3	5	i	-1	1	6	27	-2	-0.6
COc1cc(OC)cc(C(=O)OCC(=O)NC2CCCCCCC2)c1	-15	-2	i	-4	-2	10	11	5	-0.2
Cc1ccc(NC(=O)CN2CCN(S(=O)(=O)c3ccc(F)cc3)CC2)cc1C	-1	2	i	-4	-4	14	15	1	0.4
O=C(NCc1nnc(SCC(=O)N2CCN(c3ccccc3)CC2)o1)c1ccc(F)cc1	-3	-3	i	-1	3	-3	-8	-3	-1.1
CCCn1c(N)c(C(=O)CSc2nnc(-c3c[nH]c4ccccc34)n2C2CC2)c(=O)[nH]c1=O	-2	2	i	2	-2	-2	-57	1	-0.5
Cc1cccc(C(=O)O)c1[N+](=O)[O-]	10	-3	i	-4	1	-3	8	1	0.6
O=C(CN1CCN(c2ccccn2)CC1)Nc1ccc(OC(F)(F)F)cc1	-5	1	i	-3	5	-2	5	-1	-0.4
Cc1ccc(S(=O)(=O)NCC(c2cccnc2)N2CCN(Cc3ccccc3)CC2)cc1 (configuration not stated)	-8	1	i	-3	-3	-5	6	-4	0.4
Cc1ccc(C(c2nnnn2C(C)(C)C)N2CCN(C3CCCC3)CC2)cc1 (configuration not stated)	-11	1	i	-4	5	-1	8	-2	-0.3
COc1ccccc1C(=O)Nc1cccc2c1CCCC2	-5	5	i	-5	-7	14	-14	-1	-0.2
O=C1C=C(/C=C/C2C=CC=CC2)C[C@@H](c2ccc(Cl)cc2)C1 (some centres not stated)	-2	2	i	-3	4	33	14	2	1.9
COc1ccc(NC2CS(=O)(=O)CC2OC(=O)c2ccc(F)cc2)cc1 (configuration not stated)	-1	4	i	-2	0	-6	8	-5	-1.1
Nc1ccc(S(=O)(=O)NC2(C(F)(F)F)NC(=O)N(c3ccc(F)cc3)C2=O)cc1 (configuration not stated)	-13	3	i	-2	-4	-4	2	2	0.9
C[N+]1(CC(=O)OCCCc2ccccc2)CCOCC1	-2	0	i	-5	2	-11	-117	-1	-0.5
COc1ccc(NC(=O)COc2ccc(C)c(C)c2)cc1S(=O)(=O)N1CCCCC1	3	-1	i	-2	0	20	9	-8	-0.1
O=C(O)c1ccc(NC(=O)C(c2ccccc2)c2ccccc2)cc1	-5	-2	i	-3	3	-3	6	0	-0.8
C[C@@H]1CN([C@H](C)CO)C(=O)c2cc(NC(=O)Nc3ccc(C(F)(F)F)cc3)ccc2O[C@H]1CN(C)S(=O)(=O)c1ccccc1	0	1	i	-2	-1	22	3	-10	-0.2
Cc1cccc(C)c1OCC(=O)N1CCc2ccccc2C1	-3	3	i	-1	-1	1	14	1	-1.1
Cc1oc(-c2ccccc2)cc1C(=O)Nc1cccc(/C=C/C(=O)O)c1	-7	0	i	-9	1	8	6	-5	1.4
O=C(c1ccco1)N1CCN(C(=O)C23CC4CC(CC(C4)C2)C3)CC1	4	3	i	-6	-6	-1	7	2	-0.5
CCC1CCCCN1CCCNC(=O)C1CCN(c2ncnc3c2nc2n3CCCCC2)CC1 (configuration not stated)	-11	-1	i	-2	6	-3	9	-1	0.0
COC(=O)c1ccccc1NC(=O)CSc1nncn1-c1ccccn1	-13	1	i	0	2	-1	-2	0	-0.4
CC(C)NC(=O)/C(C#N)=C\c1ccc(N(C)C)o1	-436	-20	.	-7	117	-24	-179	-56	0.7
Cc1ccc(CNC(=O)CCNC(=O)Cn2ccc3ccccc3c2=O)o1	-3	-6	i	-1	-1	-6	-3	4	0.4
Cc1nn(-c2ncc(C(F)(F)F)cc2Cl)c(=O)n1-c1ccccc1F	-7	1	i	-2	-6	-3	-4	-3	0.1
Nc1nnc(SCC(=O)N2CCCCC2)s1	-9	-1	i	-4	-5	-4	-3	2	0.1
Cc1nc2cc(NC(=O)Nc3ccc(Br)cc3)ccc2o1	3	3	i	-3	-4	0	-8	8	-1.1
Cn1c(=O)n(C)c2cc(S(=O)(=O)NCc3ccccc3)ccc21	14	0	i	3	1	-5	-15	4	0.0
CCOC(=O)c1sc(NC(=O)c2cccc(S(=O)(=O)N3CCN(C)CC3)c2)cc1C	-5	1	i	-9	3	-10	-79	1	1.5
O=C(NNC(=O)c1cccnc1)NC1CCCCC1	-5	1	i	-5	-2	-6	8	2	0.0
CCN1CCc2c(OCC(=O)N3N=C(c4cccs4)CC3c3ccc(F)cc3)cccc2C1=O (configuration not stated)	-4	-5	i	-2	1	22	-8	0	1.8
CCOc1ccc(C(=O)NCc2ccco2)cc1	1	0	i	-8	5	-6	8	-1	-0.1
NC(=O)C1(Nc2ccccc2Cl)CCCC1	-27	1	i	-4	1	-6	5	-2	2.0
CN(C)S(=O)(=O)c1cccc(COC(=O)c2ccc3c(c2)OCO3)c1	-12	4	i	-5	-8	8	-25	10	-0.6
O=C(/C=C/Sc1ccccc1)c1ccccc1	-11	-2	i	-12	8	13	34	-17	0.6
Cc1ccc(C(c2nnnn2C2CCCCC2)N2CCN3CCCC3C2)cc1 (configuration not stated)	0	2	i	-11	4	1	7	-21	1.8

Profiles from above:
`Cn1c(=O)n(C)c2cc(S(=O)(=O)NCc3ccccc3)ccc21` reads E coli Lon inh: 14; Rin1-Abl PPI inh: 0; Rpn11 inh: i; MsrA act: 3; CSN deneddyl inh: 1; FAS-TE inh: -5; MLLE-PAM2 inh: -15; MT1-MMP act inh: 4; MsrA inhibitor: 0.0
`NC(=O)C1(Nc2ccccc2Cl)CCCC1` reads E coli Lon inh: -27; Rin1-Abl PPI inh: 1; Rpn11 inh: i; MsrA act: -4; CSN deneddyl inh: 1; FAS-TE inh: -6; MLLE-PAM2 inh: 5; MT1-MMP act inh: -2; MsrA inhibitor: 2.0
